Bioassay records as filed in PubChem.
HKDC1 inhibitor: inhibitors of human hexokinase HKDC1. actives 0.16% (n = 340,000). Q2TB90. recombinant HKDC1, G6PDH/diaphorase resazurin coupled fluorescence. inhibition, % at 20 µM. AID 493160;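 active = inhibition above about 35% when tested at 20 µM, limit read from the data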;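 note: plate controls were DMSO wells with enzyme for no effect and DMSO wells lacking enzyme for full effect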
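Assay system: recombinant HKDC1 hexokinase; detection: coupled resazurin fluorescence, excitation 525 nm, emission 613 nm; benchmarks: DMSO-plus-enzyme-mix negative control, buffer-substituted positive control; compound dosing: single 20 µM dose; schedule: 90 min at room temperature in dark; also added: glucose plus 1 mM ATP as hexokinase substrates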
SENP8 block-1: SENP8 (human) protease inhibition; Q96LD8; recombinant SENP8, Nedd8 substrate fluorescence; inhibition, % at 20 µM; actives 0.64% (n = 360,000); AID 602440; in the data active = inhibition mostly above about 40%, no sharp cut-off; inactive = mostly below about 27%
Target sequence (Q96LD8 whole entry, looked up): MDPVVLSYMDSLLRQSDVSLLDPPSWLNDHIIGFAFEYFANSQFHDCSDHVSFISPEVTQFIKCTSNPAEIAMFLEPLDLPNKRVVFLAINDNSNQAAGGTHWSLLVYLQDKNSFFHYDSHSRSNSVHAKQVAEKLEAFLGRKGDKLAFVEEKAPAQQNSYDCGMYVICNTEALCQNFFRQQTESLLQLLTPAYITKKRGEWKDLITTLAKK
UBC13 inh: inhibitors of human UBC13 polyubiquitin chain formation | actives 0.47% (n = 330,000) | P61088 | inhibition, % at 20 µM | TR-FRET | AID 485273; in the data active = inhibition above about 45%, passing the limit was not always enough
Target sequence (P61088 whole entry, looked up): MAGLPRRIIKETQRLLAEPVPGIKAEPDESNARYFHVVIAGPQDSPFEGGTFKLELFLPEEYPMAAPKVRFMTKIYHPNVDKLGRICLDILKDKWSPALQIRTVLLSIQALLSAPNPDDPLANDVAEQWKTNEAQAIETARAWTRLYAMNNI
PfGluPho inh: PfG6PD (Plasmodium falciparum) enzyme inhibition; PfGluPho enzyme, NADPH resazurin-diaphorase fluorescence; inhibition, % at 20 µM; actives 0.78% (n = 350,000);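 active = inhibition reaching at least a set limit at 20 µM in the primary screen, cut at about 59% in these data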;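 note: 0% = DMSO wells with substrate and 100% = DMSO wells lacking glucose-6-phosphate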
SENP6 block: blocks the human protease SENP6; Recombinant SENP6 catalytic domain, aminoluciferin luminescence; inhibition, % at 10 µM; actives 1.8% (n = 330,000); AID 2599;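 active = inhibition above about 50% at the single tested dose, limit read from the data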;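 note: plate controls were DMSO wells with enzyme for no effect and DMSO wells lacking enzyme for full effect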
Target sequence (Q9GZR1 628-1112 limits assumed): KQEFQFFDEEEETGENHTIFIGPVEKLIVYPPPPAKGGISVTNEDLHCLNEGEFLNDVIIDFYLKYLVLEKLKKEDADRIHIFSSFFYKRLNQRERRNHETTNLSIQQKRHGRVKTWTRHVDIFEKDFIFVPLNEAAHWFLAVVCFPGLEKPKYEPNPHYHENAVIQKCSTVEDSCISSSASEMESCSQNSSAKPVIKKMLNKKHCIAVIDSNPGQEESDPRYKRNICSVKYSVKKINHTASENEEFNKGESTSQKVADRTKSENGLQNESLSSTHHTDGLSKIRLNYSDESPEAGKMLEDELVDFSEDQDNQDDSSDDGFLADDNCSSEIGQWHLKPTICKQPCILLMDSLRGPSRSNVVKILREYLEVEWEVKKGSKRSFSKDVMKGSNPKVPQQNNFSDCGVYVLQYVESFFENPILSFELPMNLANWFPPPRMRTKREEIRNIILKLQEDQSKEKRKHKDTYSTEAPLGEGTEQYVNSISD
SENP7 block: inhibitors of human SENP7 protease; actives 1.5% (n = 330,000); AID 434973; recombinant SENP7, Z-RLRGG-aminoluciferin luminescence, 40 min; Q9BQF6; inhibition, % at 5 µM;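 active = inhibition above about 50% at the single test dose, limit read from the data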;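 note: plate controls were DMSO with enzyme for no effect and no enzyme buffer wells for full effect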
SENP1 FRET inh: SENP1 (human) catalytic domain inhibition. Q9P0U3. recombinant SENP1 catalytic domain, CyPet-SUMO1-YPet FRET cleavage. inhibition, % at 10 µM. actives 0.21% (n = 360,000). AID 624204;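 active = inhibition at least 30% at 10 µM, raw YFP signal under a set limit, fluorescence ratio 0.5 to 1.5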;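 note: 0% = enzyme with DMSO and 100% = no enzyme wells; some results filed as inactive read as strong as hits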
Target sequence (Q9P0U3 419-644 limits assumed): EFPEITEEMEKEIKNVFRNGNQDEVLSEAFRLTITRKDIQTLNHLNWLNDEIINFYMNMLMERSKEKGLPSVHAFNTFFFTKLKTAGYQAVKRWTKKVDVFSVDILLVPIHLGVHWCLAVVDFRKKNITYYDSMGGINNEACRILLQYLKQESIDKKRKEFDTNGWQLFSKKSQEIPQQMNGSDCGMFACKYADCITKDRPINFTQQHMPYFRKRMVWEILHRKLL
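Test system: recombinant human SENP1 catalytic domain, His6-tagged / Medium: pH 8 Tris buffer with EDTA, NaCl, BME, BSA, NP40, catalase / Also added: SUMO1 FRET substrate flanked by Cypet and Ypet, 25 nM / Times: 50 min reaction at room temperature / Signal: FRET, CFP and YFP emission / Control set: no-enzyme low control and enzyme-plus-DMSO high control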
beta cell repl: inducers of beta-cell replication in MIN6 cells; proliferation, % at 10 µM; MIN6 cells proliferation, ATPlite luminescence, 48 h; cells starved in 0.2% serum; 100% = growth in 10% serum; actives 0.29% (n = 330,000);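 active = compounds whose signal lies at least 3.5 SD above the mean of all wells on their plate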;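 note: 0% = DMSO-treated cells in low-serum medium and 100% = 10% serum control; some compounds called inactive have numbers as strong as hits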
SENP8 block-2: inhibitors of human SENP8 protease; Q96LD8; purified SENP8, Z-RLRGG-aminoluciferin cleavage, luminescence; inhibition, % at 10 µM; actives 1.2% (n = 330,000); AID 2540; in the data active = inhibition above about 50%
* hit, by the source's call; . = no result given.

entry | molecule | SENP7 block | PfGluPho inh | beta cell repl | UBC13 inh | SENP8 block-2 | SENP8 block-1 | SENP6 block | SENP1 FRET inh | HKDC1 inhibitor
1 | CC1(C)Cc2c(sc3nc(-c4ccccc4)n(N)c(=O)c23)CO1 | -3 | 0 | -1 | -2 | 1 | -15 | -10 | 2 | -4
2 | O=C1CCN(Cc2ccccc2)C=C1c1ccc(Br)cc1 | -3 | -14 | 0 | 7 | -5 | -10 | -7 | -3 | 6
3 | COC(=O)CSc1nnc(-c2ccc(S(=O)(=O)N3CCCC3)cc2)n1C | -2 | -8 | -4 | -14 | -9 | 13 | -15 | 2 | -5
4 | CN(CC(=O)Nc1ccc(F)cc1)C(=O)COC(=O)CSc1ccc(F)cc1 | 1 | 13 | 2 | 0 | 0 | 3 | 2 | 6 | 7
5 | O=C(Oc1ccc(/C=N/NC(=O)c2ccccn2)cc1)c1ccc(Br)cc1 | -2 | -13 | -2 | 2 | -1 | -80 | 0 | 2 | -6
6 | COCCN1CCN(C(=O)C2CCC(=O)N(Cc3ccc(Cl)cc3)C2)CC1 (stereo not drawn) | -13 | -3 | 4 | -2 | -16 | 14 | 5 | 1 | -4
7 | CSCCC(NC(=O)c1ccccc1Cl)C(=O)NCC(c1ccco1)N1CCCCC1 (stereo not drawn) | 1 | 13 | -4 | -4 | -3 | 2 | -6 | -1 | -4
8 | CC1C(=O)N2CCCc3cc(NC(=O)C(=O)NCc4ccc5c(c4)OCO5)cc1c32 (stereo not drawn) | 8 | 2 | -4 | -3 | -8 | -8 | -10 | -4 | -6
9 | Cc1ccc(S(=O)(=O)NN2C(=O)/C(=C/c3cccs3)SC2=S)cc1 | -8 | -8 | -3 | -15 | -7 | 35 | 11 | 2 | 5
10 | O=C(O)c1ccc(Nc2nc3ccccc3nc2NS(=O)(=O)c2ccc(F)cc2)cc1 | 2 | -50 | -7 | 1 | 6 | -299 | 11 | -8 | 1
11 | COC(=O)c1ccc(C(=O)OC)c(NC(=O)CN(C)Cc2cccc(Cl)c2Cl)c1 | -5 | 5 | -5 | 2 | -7 | -9 | -10 | 1 | -3
12 | NC(=O)c1cc(S(=O)(=O)NCc2ccc(F)cc2)cs1 | -17 | 2 | 0 | -6 | -16 | 11 | -20 | 0 | -4
13 | C/C(=N\NC(=O)CNC(=O)C(c1ccccc1)c1ccccc1)c1ccc(C)cc1 | -5 | . | 0 | 1 | -7 | . | 8 | . | .
14 | CCOC(=O)C1CCN(C(=O)Nc2ccc3oc(C)nc3c2)CC1 | -4 | 17 | -1 | 11 | 7 | 46* | -9 | 3 | -9
15 | CCN(CC)CC(O)CN1C(=O)NC(C)(C)C1=O (stereo not drawn) | 8 | -12 | 1 | 4 | -5 | 20 | 20 | 1 | 0
16 | Cc1ccc(-c2nnc(N3CCC(C)CC3)c3ccccc23)cc1C | -6 | -6 | -5 | -13 | -7 | 14 | -11 | 1 | -3
17 | O=C(c1ccc(N2CCCCS2(=O)=O)cc1)N1CCN(c2ccccc2F)CC1 | 13 | -5 | -2 | -1 | -12 | -2 | -2 | -1 | 3
18 | Cc1ccccc1OCC(=O)OCC(=O)Nc1ccc(S(N)(=O)=O)cc1 | 10 | 17 | -3 | -3 | -2 | 12 | 14 | 4 | -11
19 | Cc1c(C(=O)N2CCOCC2)c(S(=O)(=O)Nc2ccc(C(C)C)cc2)c(C)n1C | 2 | -2 | 1 | -4 | -2 | 12 | 8 | 0 | -1
20 | CNC(=S)Nc1cc(C)ccc1OC(F)F | 4 | -6 | 1 | 12 | -3 | 4 | -31 | -1 | -6
21 | Cc1cc(C)cc(N(CC(=O)NC2CCCCC2)C(=O)c2csnn2)c1 | 3 | -20 | -1 | 0 | -4 | 17 | 4 | 3 | 4
22 | Cc1cc(=O)n2[nH]c(C)c(-c3ccc(Cl)cc3)c2n1 | 3 | -13 | -2 | 3 | 7 | -343 | -5 | -1 | -8
23 | CCN1CCCC1CNC(=O)C(=O)Nc1ccccc1OC (stereo not drawn) | -4 | -1 | 0 | 14 | 4 | 21 | -9 | 2 | 8
24 | O=C(O)c1oc2ccccc2c1CSc1ccccn1 | 0 | -4 | -3 | -6 | 2 | 20 | -13 | 3 | -4
25 | Cc1cc(S(=O)(=O)N2CCN(c3ccccc3F)CC2)ccc1-n1cnnn1 | 6 | -9 | -1 | -2 | -4 | 9 | -30 | 0 | 2
26 | O=C(CSc1nnc(-c2ccccc2)n1-c1ccc(Cl)cc1)N/N=C/c1ccco1 | 3 | -16 | 0 | 7 | 3 | 17 | 7 | -25 | -3
27 | O=C(N/N=C/c1ccc2c(c1)OCO2)c1cc(-c2ccncc2)nc2ccccc12 | 0 | 7 | -2 | -5 | 7 | 8 | 15 | 1 | -5
28 | O=C(CCCSc1nc2ccccc2c(=O)[nH]1)c1ccc(F)cc1 | 3 | 31 | -4 | 7 | -1 | 15 | 2 | 0 | 8
29 | COc1ccccc1OCC(=O)Nc1ccc(S(=O)(=O)Nc2nccs2)cc1 | -6 | -16 | -2 | 5 | -9 | 10 | -24 | 1 | -4
30 | O=C(NNc1c([N+](=O)[O-])cc(C(F)(F)F)cc1[N+](=O)[O-])c1ccco1 | -3 | -2 | -5 | -33 | -1 | 19 | -9 | 1 | 1
31 | COc1ccc(S(=O)(=O)N2CCOCC2)cc1C(=O)Nc1cc(C)on1 | 2 | -11 | -3 | 5 | 6 | 0 | -11 | 4 | -8
32 | CCc1nnc(NC(=O)C2CCC2)s1 | 2 | -1 | -2 | 1 | 1 | -5 | -3 | 3 | -4
33 | CSc1nc(N2CCOCC2)c2ccccc2n1 | 7 | 4 | 1 | -8 | 0 | -47 | -13 | 0 | -9
34 | O=C(Nc1cccc(Br)c1)c1ccc(OC2CSC2)cc1 | 96* | . | -4 | -7 | 90* | . | 92* | . | .
35 | NC(=S)N/N=C/c1ccc(C23CC4CC(CC(C4)C2)C3)cc1 | -5 | 8 | -4 | -1 | 2 | . | 20 | . | 2
36 | COc1cc(C(=O)NN2C(=O)NC3(CCC(C)CC3)C2=O)ccc1OC(F)F (stereo not drawn) | -1 | -1 | -3 | -22 | -7 | 4 | 2 | 1 | -1
37 | Cc1nc(Sc2cccn2C)c(C(F)(F)F)c(=O)[nH]1 | 7 | -10 | -1 | 2 | -2 | 15 | -5 | -1 | -5
38 | Cc1cc(=O)oc2cc(OCC(=O)OC(C)C(=O)Nc3ccc(S(N)(=O)=O)cc3)ccc12 (stereo not drawn) | -10 | -1 | 1 | -10 | -16 | -373 | -4 | 1 | -2
39 | CC1CCCCC12NC(=O)N(CC(=O)N1CCN(S(=O)(=O)c3ccc4c(c3)CCC4)CC1)C2=O (stereo not drawn) | 11 | -9 | -4 | -5 | 1 | 17 | -7 | 1 | 3
40 | C=CCn1c(SCC(=O)NC2CCCC2)nc2c([nH]c3ccccc32)c1=O | -7 | -12 | 0 | -1 | 8 | -16 | 0 | 2 | -4
41 | CNS(=O)(=O)c1ccc(CNC[C@H]2O[C@@H](n3cnc(C(N)=O)n3)[C@H](O)[C@@H]2O)cc1 | . | 7 | . | . | . | 11 | . | 1 | -6
42 | CCc1nnc(NC(=O)CSc2nnnn2-c2cccc(C(=O)OC)c2)s1 | 0 | -19 | -4 | -7 | -10 | 10 | -12 | -1 | 6
43 | COc1ccc(S(=O)(=O)N2CCOCC2)cc1NC(=O)CSc1ncnc2ccccc12 | 11 | -9 | 5 | 1 | 3 | 2 | -30 | 0 | -7
44 | COC(=O)[C@H]1[C@@H](C)N(Cc2ccccc2)C(=O)N[C@H]1c1cccc(C(F)(F)F)c1 | 4 | -8 | 4 | 5 | 2 | 4 | 1 | 3 | -3
45 | COc1ccc(CNC(=O)COC(=O)C2CCN(S(=O)(=O)c3ccccc3C(F)(F)F)CC2)cc1 | -1 | 5 | -3 | -14 | -3 | 14 | -10 | 2 | -10
46 | CCN(Cc1ccccc1)C(=O)COC(=O)CNC(=O)c1ccc(C)s1 | 5 | -21 | -4 | 3 | -1 | 6 | -3 | 2 | 2
47 | Cc1cc(=O)[nH]c(Sc2c(-c3ccccc3)c3ccccc3[nH]c2=O)n1 | 3 | 1 | -2 | -14 | -7 | -85 | 1 | 0 | 2
48 | COc1ccc(Oc2nc3ccccc3n3cccc23)cc1 | 2 | 39 | -3 | 11 | -4 | -48 | -1 | 0 | -1
49 | COCCc1nc2ccc(C(=O)NCc3cccc(-n4cccn4)c3)cc2o1 | 7 | -7 | 0 | -2 | -10 | 9 | 5 | -1 | 0
50 | Cc1cc(C)cc(NC(=S)NC2CC3CCCC(C2)N3C2CC2)c1 (stereo not drawn) | 5 | 13 | -5 | 6 | 1 | 13 | 4 | -1 | -4
51 | CCOc1ccc(NC(=O)CN(C)c2nnnn2-c2ccccc2)cc1OCC | 9 | -6 | -4 | 7 | 1 | 7 | -2 | 2 | -3
52 | Cc1cccn2c(=O)c3cc(C(=O)N4CCCCC4)sc3nc12 | 3 | 5 | -1 | 2 | -2 | -316 | -26 | -18 | 2
53 | CCn1c(=O)c(C(=O)NCc2ccccc2Cl)c(O)c2ccccc21 | -5 | -23 | 0 | 35 | 6 | -23 | -4 | 2 | -1
54 | O=C(C1=NNC2C(=O)N(c3ccccc3)C(=O)C12)c1nc(Cl)ccc1Cl (stereo not drawn) | -1 | -14 | -3 | 2 | -2 | 16 | -16 | 1 | -6
55 | O=C(c1ccc([N+](=O)[O-])cc1)N(C1=NCCCCS1)c1ccccc1 | 0 | -10 | -3 | 3 | -1 | 15 | -17 | 0 | -6
56 | O=C(NCc1cccnc1)C(=O)N/N=C/c1ccc([N+](=O)[O-])cc1 | -5 | -6 | -3 | -24 | -6 | 21 | -17 | 0 | -8
57 | COc1ccc(NC(=S)N2CCc3ccccc3C2)cc1 | 14 | -6 | 1 | 0 | 5 | 4 | 7 | 3 | -10
58 | CCN(CC)S(=O)(=O)c1ccc(N2CCOCC2)c(NC(=O)COc2ccc(Cl)cc2)c1 | 4 | 17 | -3 | 5 | -6 | 19 | 7 | 3 | -3
59 | Cc1cc(/C=C2/C(=N)N3C(=NC2=O)SN=C3S(C)(=O)=O)c(C)n1-c1ccc(F)cc1 | 6 | -5 | -4 | -16 | -1 | -276 | -3 | -89 | 20
60 | O=C(CCc1nc(-c2ccc(Cl)cc2)no1)NC1CCCC1 | 8 | 2 | -2 | 11 | 0 | 9 | 2 | 0 | -2

Profiles, looked up by structure. Order of values: SENP7 block	PfGluPho inh	beta cell repl	UBC13 inh	SENP8 block-2	SENP8 block-1	SENP6 block	SENP1 FRET inh	HKDC1 inhibitor
CCc1nnc(NC(=O)CSc2nnnn2-c2cccc(C(=O)OC)c2)s1 reads 0	-19	-4	-7	-10	10	-12	-1	6
C=CCn1c(SCC(=O)NC2CCCC2)nc2c([nH]c3ccccc32)c1=O reads -7	-12	0	-1	8	-16	0	2	-4

Continued:
entry | molecule | SENP7 block | PfGluPho inh | beta cell repl | UBC13 inh | SENP8 block-2 | SENP8 block-1 | SENP6 block | SENP1 FRET inh | HKDC1 inhibitor
61 | CC(C)c1cc(C(N)=O)c(NC(=O)c2cccc(COc3ccc(Cl)cc3)c2)s1 | 15 | 11 | -3 | 14 | 39 | -224 | 84* | -5 | -3
62 | O=C(Nc1cccc(Cl)c1)N1CCc2ccccc2C1 | 49 | 28 | -2 | 9 | 35 | 8 | 51* | 2 | 7
63 | CC(CCc1ccccc1)NC(=O)CC(C)c1ccccc1 (stereo not drawn) | 5 | 3 | -1 | -2 | -6 | 7 | 5 | 3 | 4
64 | COc1ccccc1/C=N/n1nnnc1N | 7 | -5 | 2 | 8 | 1 | -14 | -17 | 2 | 5
